Screening data from PubChem BioAssay.
Diaph inh CS: diaphorase inhibition or chemical oxidation counter-screen; diaphorase resazurin-to-resorufin fluorescence, NADH, 16 min; bacterial (C. kluyveri) enzyme, not human; 0.69% of 190,000 active; inhibition, % at 20 µM;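 active = primary screen inhibition at 20 µM above a set limit, cut at about 50% in these data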;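 note: plate controls were DMSO with full reaction for no effect and wells lacking NADH for full effect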
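System: Diaphorase enzyme from Clostridium kluyveri | Amount: Enzyme working solution with 0.14 U/mL diaphorase | Benchmarks: No-NADH positive control and DMSO neutral control | Signal: Fluorescence of resorufin formed from resazurin, Ex 544/Em 590 nm | Schedule: 16-min room-temperature incubation before reading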
PMI act: phosphomannose isomerase (human) activation. P34949. purified human PMI, coupled resazurin fluorescence, 20 min; hits give high values; 1 = vehicle control, 0 substrate-free wells. activation factor at 20 µM. 0.005% of 190,000 active. AID 1214;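 active = activation factor of 2 or more at 20 µM, relative to plate controls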
Target sequence (P34949 whole entry, looked up): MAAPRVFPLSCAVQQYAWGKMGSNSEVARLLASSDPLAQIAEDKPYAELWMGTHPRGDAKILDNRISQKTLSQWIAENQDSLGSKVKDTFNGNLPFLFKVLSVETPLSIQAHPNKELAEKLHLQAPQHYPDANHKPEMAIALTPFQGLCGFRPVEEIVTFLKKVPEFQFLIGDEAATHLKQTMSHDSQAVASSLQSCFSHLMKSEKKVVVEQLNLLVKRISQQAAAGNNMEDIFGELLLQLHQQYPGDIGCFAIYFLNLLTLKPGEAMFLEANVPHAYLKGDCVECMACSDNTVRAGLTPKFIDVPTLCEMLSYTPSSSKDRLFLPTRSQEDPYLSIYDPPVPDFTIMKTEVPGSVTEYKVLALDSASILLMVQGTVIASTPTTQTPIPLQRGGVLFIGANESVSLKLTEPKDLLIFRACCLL
G6PDH CS: inhibits Leuconostoc G6PDH, flagging false hits in G6PDH-based assays. Purified L. mesenteroides G6PDH, diaphorase/resazurin coupled fluorescence, 45 min. AID 1020. inhibition, % at 5 µM. 0.12% of 200,000 active; in the data active = inhibition above about 50%
Diaph act CS: activates diaphorase or chemically reduces, flagging diaphorase assay artifacts; Diaphorase/resazurin coupled assay, resorufin fluorescence, 16 min; hits give high values; 1 = vehicle wells, 0 = NADH-free wells; activation factor at 20 µM; 0.005% of 190,000 active; AID 1229;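 active = diaphorase activity raised at least twofold by the compound at 20 µM; inactive = activation factor below 2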
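Material: purified diaphorase enzyme from Clostridium kluyveri / Medium: HEPES pH 7.4 buffer with MgCl2 and Tween 20 / Schedule: enzyme reaction of 16 min at room temperature / Measured by: resorufin fluorescence, excitation 544 nm, emission 590 nm / Evaluation: rise in resorufin formation, marking diaphorase activation or chemical reduction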
Efa HMGR inh: E. faecalis class II HMG-CoA reductase inhibition. 0.41% of 190,000 active. inhibition, % at 10 µM. purified E. faecalis HMGR, NADPH absorbance 340 nm kinetic;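 active = inhibition above a set limit, the median over all tested compounds plus 3 SD, cut at about 9.5% in these data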;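 note: enzyme runs in reverse so mevalonate oxidation gives rising NADPH absorbance; 0% = complete reaction with DMSO and 100% = background rate lacking mevalonate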
PMI act satM6P: increases human PMI activity with near-saturating mannose 6-phosphate; P34949; coupled PMI enzyme assay, resazurin fluorescence, 20 min; hits give high values; 1 = untreated enzyme, 0 = substrate-free blank; activation factor at 20 µM; 0.34% of 190,000 active; AID 1216;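 active = activation factor of 2 or more at 20 µM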
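Material: human phosphomannose isomerase with PGI, G6PDH, diaphorase coupling enzymes. Quantity: 15 ng/mL PMI. Medium: HEPES pH 7.4 buffer with MgCl2 and Tween-20. Reagent: Near-saturating mannose-6-phosphate, 1.0 mM. Compound: 20 µM single dose. Times: enzyme reaction with compound 20 min at room temperature. Detection: resorufin fluorescence at Ex 544/Em 590 nm.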
TNAP inh noacc: TNAP (human) inhibition, acceptor-free conditions; P05186; purified TNAP, CDP-star luminescence, 30 min; inhibition, % at 20 µM; 0.26% of 200,000 active; AID 1012;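 active = tissue-nonspecific alkaline phosphatase inhibition above about 50% at 20 µM in the single-dose screen, limit read from the data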;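 note: 0% = DMSO negative control and 100% = EDTA positive control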
Target sequence (P05186 whole entry, looked up): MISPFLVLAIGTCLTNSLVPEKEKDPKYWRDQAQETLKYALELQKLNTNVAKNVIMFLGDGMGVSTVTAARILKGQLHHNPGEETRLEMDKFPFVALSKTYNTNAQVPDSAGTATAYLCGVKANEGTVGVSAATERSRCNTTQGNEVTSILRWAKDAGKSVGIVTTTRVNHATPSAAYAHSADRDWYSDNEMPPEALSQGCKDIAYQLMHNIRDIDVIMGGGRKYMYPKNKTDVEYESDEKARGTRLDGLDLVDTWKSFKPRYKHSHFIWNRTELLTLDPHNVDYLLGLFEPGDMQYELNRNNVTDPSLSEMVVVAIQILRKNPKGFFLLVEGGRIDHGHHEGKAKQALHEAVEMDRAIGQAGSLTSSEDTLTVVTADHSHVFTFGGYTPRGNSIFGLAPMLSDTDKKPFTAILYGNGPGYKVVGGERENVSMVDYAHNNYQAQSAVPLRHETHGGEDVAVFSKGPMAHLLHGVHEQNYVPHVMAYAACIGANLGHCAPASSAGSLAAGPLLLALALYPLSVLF
FLuc act counter: firefly luciferase counter-screen for stimulation assays; 200,000 tested, under 10 active; AID 1027; P08659; ATPlite luciferase biochemical, luminescence, 10 min; 0 = ATP-free wells, 1 = DMSO control; activation factor at 10 µM;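 active = luciferase activation factor, scaled between plate controls, of at least 2 with compound at 10 µM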
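test system = cell-free luciferase reagent | medium = PBS as buffer for the ATP substrate | dosing = test compounds dosed from 2 mM stocks in 100% DMSO | incubation = 10 min at ambient temperature | detection = luminescence measurement of luciferase light output | benchmarks = low control with PBS replacing ATP, high control enzyme plus ATP without compound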
TNAP inh hiacc: TNAP (human) inhibition, high acceptor. P05186. purified TNAP, CDP-star luminescence, 1 M DEA. inhibition, % at 20 µM. 0.03% of 200,000 active. AID 1135;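 active = over 50% inhibition of tissue-nonspecific alkaline phosphatase at 20 µM in the single-dose screen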;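 note: plate controls were DMSO wells for no effect and EDTA-quenched wells as full inhibition for full effect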
TNAP act hiacc: TNAP (human) activation, high acceptor | P05186 | purified TNAP, CDP-star luminescence, 1 M DEA, 30 min; hits give high values; 0 = EDTA background, 1 = DMSO-only activity | activation factor at 20 µM | 200,000 tested, under 10 active | AID 1136;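 active = activation factor at least 2 at 20 µM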
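Assay system: human TNAP; Input: enzyme diluted 1/800 final; Reagent: CDP-star luminogenic substrate at 100 µM final; Timing: 30 min, room temperature; Signal: luminescence; Evaluation: TNAP activation factor scaled between EDTA and DMSO control wells.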
* hit, by the source's call.

SMILES	Diaph inh CS	PMI act	G6PDH CS	Diaph act CS	Efa HMGR inh	PMI act satM6P	TNAP inh noacc	FLuc act counter	TNAP inh hiacc	TNAP act hiacc
Cc1ccc(S(=O)(=O)/N=C2\C(=O)c3ccccc3C([O-])=C2n2cc[n+](CCC(C)C)c2)cc1	11.8	0.9	52.7*	0.9	-3.0	0.5	2.2	1	7.5	0.9
COc1ccc(N(CC(=O)N2CCc3ccccc32)S(=O)(=O)c2c(C)nn(C)c2C)cc1	14.6	1	13.8	0.9	-5.5	0.9	3.4	1.1	-3.3	1
Cc1ccc(OCC(O)Cn2c(=N)n(CCN3CCOCC3)c3ccccc32)cc1 (stereo not drawn)	-5.2	1	9.6	1.1	0.2	1	-1.0	1.1	-9.2	1.1
CCc1cc2c(=O)n(Cc3ccco3)c(SCC(=O)NC3CCS(=O)(=O)C3)nc2s1 (stereo not drawn)	11.6	0.9	6.6	0.9	-4.8	0.9	-15.1	1	5.0	0.9
COc1ccc(N2CCN(C(=O)c3nc4nc(C)cc(C)n4n3)CC2)cc1	11.5	1	-0.9	0.9	-3.0	0.9	-13.5	1	-6.2	1.1
CCC(=O)Nc1ccc(S(=O)(=O)NCC2CCCO2)cc1 (stereo not drawn)	6.1	0.9	-3.0	0.9	-4.7	0.9	-3.2	1	3.6	1
O=C1c2ccccc2C(=O)N1Cc1nc(-c2ccncc2)no1	14.0	1	2.7	0.9	-3.2	1	-4.7	1	1.5	1
Cc1ccc(C(=O)N/N=C2\CC3CC=CC23)c(C)c1 (stereo not drawn)	-2.5	1.1	1.7	1	3.7	1.1	-18.7	1	-5.4	1.1
CCc1ccc(CC2S/C(=C(\C#N)C(C)=O)NC2=O)cc1 (stereo not drawn)	-13.1	1.1	8.0	1.1	-2.6	1.1	-3.5	0.9	-3.4	1
COc1ccc(C(=S)N2CCOCC2)cc1OC(=O)c1cccc([N+](=O)[O-])c1	18.6	0.9	7.9	0.8	-0.2	0.9	-11.2	1.1	-6.9	1.1
COc1ccccc1NC(=S)NC(NC(=O)c1ccco1)C(Cl)(Cl)Cl (stereo not drawn)	6.4	0.8	22.5	0.9	-4.6	0.9	-8.3	1	-0.3	1
CC(C)c1nc(SCC(=O)N2CC(=O)Nc3ccccc32)c2ccccc2n1	21.3	1	12.2	0.8	-1.1	1	-6.3	1	-5.3	1.1
Cc1cc(C)c(S(=O)(=O)c2ccccc2C)c(N(C)C)n1	7.2	1	0.1	0.9	4.1	1	-9.2	1.1	-4.6	1
CCOC(=O)N1CCN(C(=O)COc2cc(=O)n(C)c3ccccc23)CC1	-1.6	0.9	-4.6	1	-4.2	1	-11.4	1.1	-2.6	1
O=C(Cn1cnc2c(nnn2-c2ccccc2)c1=O)N1CCCc2ccccc21	30.3	0.9	-22.3	0.7	3.1	0.8	-6.1	1	0.0	1
CCOC(=O)CC1C(=O)NCCN1S(=O)(=O)c1ccc(Cl)cc1 (stereo not drawn)	-7.6	1	6.5	1.1	-3.2	1.1	-8.3	1	-1.6	1
O=C1c2cnccc2CN1Cc1ccccc1	8.7	1.1	-1.8	0.9	-1.2	1	-11.0	1.1	-2.1	1
Cc1ccc(-c2csc(NC(=O)c3cccs3)n2)cc1	11.1	0.9	4.6	0.9	-2.6	1	-1.1	0.9	0.4	1
Cc1ccccc1OCCNC(=O)CSc1ccc(C(F)(F)F)cc1[N+](=O)[O-]	18.9	0.8	7.7	0.8	2.3	0.9	3.0	1	6.5	0.9
N#Cc1c(NC(=O)CSc2ncn[nH]2)sc2c1CCCC2	7.4	1	1.6	0.9	-5.6	1	-25.0	1	2.5	1
Cc1oc(-c2ccccc2F)nc1CN1CCC(C(=O)NCc2cccnc2)CC1	9.1	1	0.1	0.9	-5.7	1	-8.4	1.1	-3.0	1
Cc1ccc(/C(=N/Nc2nc3ccccc3s2)C2=C(O)c3ccccc3C2=O)cc1	12.4	0.9	10.8	0.9	-3.7	0.9	-5.4	1	3.7	1
Cc1ccc(C(=O)NCCOc2cccc3cccnc23)cc1Cl	-10.9	1	-1.2	1.1	1.2	1.1	-10.6	1	-5.6	1.1
CCCS(=O)(=O)N1CCC(C(=O)NCCC(C)C)CC1	1.2	1	12.9	1	1.7	1	1.6	1	-0.7	1
CC(C)Cn1c(N)c(C(=O)COC(=O)c2ccc(Cl)cc2)c(=O)n(C)c1=O	10.1	0.9	-6.1	0.9	-0.6	0.9	-3.7	1	0.5	1
CCNC(=S)N(Cc1ccccc1)Cc1nc2ccccc2c(=O)[nH]1	9.8	0.9	2.3	0.9	4.2	1	-9.2	1	-4.9	1
Cc1ccc(-c2nc(NCc3ccco3)c3ccccc3n2)cc1	12.0	1	-1.1	0.9	-0.2	0.9	-8.1	1	-5.2	1.1
Cc1ccc(C(=O)Nc2ccc3nc(C)sc3c2)s1	-0.4	1	3.7	1	-5.6	1	-8.1	0.7	0.1	1
CCN1C(=O)C(C(=O)NC(C)c2ccccc2)C2CC1(C)Oc1ccccc12 (stereo not drawn)	21.0	1	9.0	0.8	-1.1	1	-12.9	1.1	-5.8	1.1
Cc1cc(C)nc(SCNC(=O)c2ccccc2)n1	-6.9	1.1	4.0	1.1	11.2*	1.1	-5.5	1.1	0.7	1
COC(=O)[C@H](C)NC(=O)NC1CCN(Cc2ccccc2)CC1	8.1	1	8.5	0.9	-5.5	1.1	-12.7	1.1	-7.6	1.1
Cc1nc(C(Cl)(Cl)Cl)nc2[nH]ccc(=O)c12	15.6	1	-0.7	0.8	-12.7	0.9	-3.3	1	-1.8	1
O=[N+]([O-])c1ccc(OCCOc2ccccc2/C=N/n2cnnc2)cc1	-15.6	1	26.3	1.2	-1.5	1	-5.3	1	-2.1	1
CC(C)c1ccc(C2NC(=O)CCC2[N+](=O)[O-])cc1 (stereo not drawn)	23.2	0.9	10.2	0.8	10.1*	0.8	-6.0	1.1	0.8	1
Cn1c(=O)cc(OCCCC(=O)N2CCCCC2)c2ccccc21	16.5	1	2.0	0.8	-5.5	0.9	-14.4	1	-3.5	1
Cc1ccc(-n2c(SCC(=O)NNC(=S)Nc3ccccc3)nc3ccccc3c2=O)cc1	2.6	0.9	9.6	1	5.1	1	-14.8	1	-2.7	1
COc1ccc(C2SCCN2C(=S)Nc2ccc(F)cc2)cc1 (stereo not drawn)	20.3	0.8	-3.6	0.8	-2.5	0.8	-4.4	1	-0.9	1
O=C(COC(=O)c1ccc([N+](=O)[O-])s1)NC(=O)NCc1ccccc1	-9.1	1.2	2.9	1.1	-3.1	1	-6.3	1	1.5	1
Cc1cnc(CN2CCc3c([nH]c4ccccc34)C2C2CCCCC2)[nH]1 (stereo not drawn)	7.8	0.9	4.8	0.9	2.3	1	-62.8	1.1	-4.8	1
CO/N=C(/CNC(=O)c1ccc(Cl)cc1Cl)c1ccc(Cl)cc1	-6.9	1	2.2	1.1	3.4	1	-7.2	1.1	-3.5	1
CCOC(=O)c1cc(OC(=O)c2cccc([N+](=O)[O-])c2)n(-c2ccccc2)n1	11.1	1	4.8	0.9	0.7	1.1	-11.6	1	4.4	1
CCCCNC(=O)/C=C/c1cccs1	13.0	1.1	6.6	0.9	-0.1	1	-16.3	1	-5.4	1.1
Cc1nc2ccccc2nc(=O)c1NNc1ccc([N+](=O)[O-])cc1	-3.6	1.1	-0.1	1	-0.7	1.2	14.9	1	15.5	0.8
CC(=O)N1CCC(=O)N(C(C)C)c2ccccc21	13.3	1.1	5.3	0.9	-5.3	1.1	3.9	1.1	-1.5	1
CCCCCCC1CCC(C(=O)N2CCOCC2)CC1 (stereo not drawn)	11.6	1	0.7	0.9	2.1	1	1.2	1.1	-4.7	1
CCOC(=O)N1CCC(N(CCN(C)C)C(=S)Nc2cc(C)ccc2C)CC1	4.2	0.9	-11.5	1	-1.9	1	-16.4	1	-0.4	1
COC(=O)c1c(NC(=O)CN2CCN(c3ccccc3Cl)CC2)sc(C)c1C	20.8	0.8	-11.5	0.8	0.6	0.9	0.8	1	3.0	1
O=S(=O)(Nc1ccc(-n2cccc2)cc1)c1ccc(F)cc1	12.2	0.9	13.7	0.9	4.8	0.9	-18.0	1	-6.6	1.1
CCOc1ccc(CNC(=O)C2CCC(=O)N2C2CCCC2)cc1OC (stereo not drawn)	2.6	0.9	7.3	1	-3.9	0.9	-2.6	1.1	-1.5	1
CCCC(c1nnnn1Cc1ccco1)N1CCN(c2cc(Cl)ccc2C)CC1 (stereo not drawn)	21.8	0.9	10.0	0.8	-5.7	0.9	-2.1	1	-2.5	1
CCOC(=O)c1sc2nc(SC)nc(-c3ccccc3)c2c1N	8.3	0.9	1.0	0.9	-0.2	1	-8.8	1	-2.2	1
CC1CCCCN1C(=O)CSc1nnc(CSc2ncccn2)n1C (stereo not drawn)	11.4	1.1	3.1	0.9	-3.2	1.1	-12.3	1	-3.4	1

Arranged by molecular weight (lowest first): 5 of the compounds above
SMILES	Diaph inh CS	PMI act	G6PDH CS	Diaph act CS	Efa HMGR inh	PMI act satM6P	TNAP inh noacc	FLuc act counter	TNAP inh hiacc	TNAP act hiacc
CCCCNC(=O)/C=C/c1cccs1	13.0	1.1	6.6	0.9	-0.1	1	-16.3	1	-5.4	1.1
CCOC(=O)c1sc2nc(SC)nc(-c3ccccc3)c2c1N	8.3	0.9	1.0	0.9	-0.2	1	-8.8	1	-2.2	1
CCOC(=O)c1cc(OC(=O)c2cccc([N+](=O)[O-])c2)n(-c2ccccc2)n1	11.1	1	4.8	0.9	0.7	1.1	-11.6	1	4.4	1
CCCC(c1nnnn1Cc1ccco1)N1CCN(c2cc(Cl)ccc2C)CC1 (stereo not drawn)	21.8	0.9	10.0	0.8	-5.7	0.9	-2.1	1	-2.5	1
COC(=O)c1c(NC(=O)CN2CCN(c3ccccc3Cl)CC2)sc(C)c1C	20.8	0.8	-11.5	0.8	0.6	0.9	0.8	1	3.0	1

Random draw from the library. About 1.7% of those tested had a hit in this group.
